MEKK3 PB1 HTS = modulators of MEKK3-MEK5 PB1 binding, primary screen, biochemical, wildtype MEKK3, multiplex bead flow cytometry, Alexa488-MEK5. bead-based flow cytometry, Alexa488-MEK5 binding to MEKK3; actives lie on both sides; 0 = blocked by unlabeled MEK5, 100 = vehicle. actives 1.4% (n = 290,000). binding response (% of control), % at 10 µM. AID 1529, 2009. Mitogen-activated protein kinase kinase kinase 3 (Homo sapiens), Q99759;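 active = binding response more than 3 SD above or below the average of its plate-row segment, actives on both sides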;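 note: Alexa488 bead fluorescence after subtracting the streptavidin-only scavenger bead signal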
NS3 helicase inh = inhibitors of HCV NS3 helicase, primary screen, biochemical, Cy5 molecular beacon fluorescence | Hepatitis C virus NS3 helicase | NS3 helicase DNA unwinding | inhibition, % at 10.9 µM | actives 0.56% (n = 290,000) | AID 1800, 2009;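 active = inhibition above the mean of all tested compounds plus 3 SD, set per campaign, cut at about 35% in these data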;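 note: 0% = DMSO wells and 100% = thioflavine S control wells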
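assay system = NS3 helicase fragment of HCV | buffer or medium = MOPS pH 6.5, MgCl2, DTT, Tween20, BSA | timing = 60 min unwinding reaction at 25 °C after ATP addition | signal = Cy5 beacon fluorescence read at start and 1 h | read-out basis = % inhibition of unwinding | control set = low DMSO, high thioflavine S at 110 µM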
FID counter = compounds displacing fluorescent DNA intercalator, primary screen, artefact control for HCV NS3 helicase inhibitor project, biochemical, FID fluorescence | DNA fluorescent intercalator displacement | inhibition, % at 7.9 µM | actives 0.17% (n = 290,000); in the data active = inhibition above about 37%;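 note: 0% = vehicle and 100% = reference compound; higher means more ethidium bromide displaced from hairpin DNA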
PHOSPHO1 inh = PubChem AID 1565; Phosphoethanolamine/phosphocholine phosphatase (Homo sapiens), Q8TCT1; recombinant PHOSPHO1, absorbance phosphatase assay; inhibition, % at 13.3 µM; actives 1.1% (n = 290,000); in the data active = inhibition above about 60%
SUMO HTRF inh = inhibitors of in vitro SUMOylation cascade, primary screen, biochemical, HTRF, uHTS; actives 0.36% (n = 290,000); SUMO-conjugating enzyme UBC9 (Homo sapiens), P63279; AID 2006, 2009; inhibition, % at 35 µM; HTRF SUMOylation assay, SAE1/SAE2 + UBC9; in the data active = inhibition above about 50%, passing the limit was not always enough; note: strong numbers were not always called active
p-CIP stab down = p/CIP-EGFP fusion destabilizers, primary screen, fluorescence, F442A cells; Q05BA5; decrease of EGFP signal, % at 10 µM; 16 h; actives 0.01% (n = 290,000); AID 1984, 2009;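 active = EGFP signal decrease of at least 30% at 10 µM or well 3 SD below plate mean, unless failing retest; inactive = the rest, including hits failing retest or dose response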; note: some compounds called inactive have numbers as strong as hits; many of its hits are not listed in these tables
VIM-2 inh = VIM-2 metallo-beta-lactamase inhibitors, primary screen, biochemical, epi-absorbance readout, Pseudomonas aeruginosa enzyme. actives 0.89% (n = 290,000). inhibition, % at 5.6 µM. purified VIM-2, nitrocefin hydrolysis, epi-absorbance fluorescence;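 active = inhibition above the mean of all tested compounds plus 3 SD, cutoff set per screening run, cut at about 7.5% in these data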;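 note: red hydrolysis product quenches plate fluorescence so inhibitors raise well fluorescence; 0% = enzyme with DMSO and 100% = DMSO without enzyme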
IDE cell activ = human IDE activators in live cells, primary screen, fluorescence polarization, HEK cells, FAbeta-B substrate | Insulin-degrading enzyme (Homo sapiens), P14735 | FAbeta-B cleavage; 0% vehicle, 100% cell-free pure enzyme wells | activation, % at 5.96 µM | actives 0.073% (n = 340,000) | AID 493087, 2011;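 active = activation above the mean of all tested compounds plus 3 SD, set per screening campaign, cut at about 17% in these data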
Target sequence (P14735 whole entry, looked up): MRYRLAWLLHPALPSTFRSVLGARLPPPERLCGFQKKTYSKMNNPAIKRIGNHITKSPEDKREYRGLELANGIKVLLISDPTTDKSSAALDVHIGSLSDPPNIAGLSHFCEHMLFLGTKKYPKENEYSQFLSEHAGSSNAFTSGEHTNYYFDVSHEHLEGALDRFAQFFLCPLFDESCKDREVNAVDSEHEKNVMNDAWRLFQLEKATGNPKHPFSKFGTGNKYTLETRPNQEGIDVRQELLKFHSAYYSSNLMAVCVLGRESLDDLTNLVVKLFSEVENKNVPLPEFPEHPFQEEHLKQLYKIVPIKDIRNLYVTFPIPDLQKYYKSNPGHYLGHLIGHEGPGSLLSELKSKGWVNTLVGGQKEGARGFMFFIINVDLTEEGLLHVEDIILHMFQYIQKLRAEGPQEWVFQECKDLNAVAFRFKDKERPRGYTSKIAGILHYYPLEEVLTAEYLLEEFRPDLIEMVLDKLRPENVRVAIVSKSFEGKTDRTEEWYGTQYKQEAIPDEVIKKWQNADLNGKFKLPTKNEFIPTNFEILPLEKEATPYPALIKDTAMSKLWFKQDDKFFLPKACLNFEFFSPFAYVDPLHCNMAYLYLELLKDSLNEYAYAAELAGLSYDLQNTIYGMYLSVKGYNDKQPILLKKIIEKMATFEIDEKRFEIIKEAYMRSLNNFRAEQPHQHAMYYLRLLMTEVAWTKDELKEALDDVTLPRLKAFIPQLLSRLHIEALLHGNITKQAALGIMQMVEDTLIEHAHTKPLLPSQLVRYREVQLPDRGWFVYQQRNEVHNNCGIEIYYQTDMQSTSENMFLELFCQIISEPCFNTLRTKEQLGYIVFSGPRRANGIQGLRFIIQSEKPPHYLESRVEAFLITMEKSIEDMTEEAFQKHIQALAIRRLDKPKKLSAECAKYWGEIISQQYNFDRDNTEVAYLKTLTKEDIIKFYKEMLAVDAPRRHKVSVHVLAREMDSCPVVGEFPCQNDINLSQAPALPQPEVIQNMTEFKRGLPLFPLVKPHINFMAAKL
IMP-1 inhibitor = IMP-1 metallo-beta-lactamase inhibitors, primary screen, biochemical, epi-absorbance readout, Pseudomonas aeruginosa enzyme; metallo-beta-lactamase IMP-1 (Pseudomonas aeruginosa); purified IMP-1, nitrocefin hydrolysis, epi-absorbance fluorescence; inhibition, % at 5.6 µM; actives 0.45% (n = 290,000);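 active = inhibition above the mean plus 3 SD of all compounds in the same screening run, cut at about 4.5% in these data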;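 note: 0% = IMP-1 with DMSO and 100% = DMSO wells lacking enzyme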
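Assay system: purified IMP-1; Quantity: IMP-1 0.2 nM before substrate addition; Medium: HEPES buffer pH 7.1 with ZnSO4 and Brij 35; Incubation: 15 min enzyme–compound preincubation, then 25 min nitrocefin reaction, 25 °C; Signal: fluorescence quenching readout, ex 480/em 530 nm; Controls: DMSO with and without IMP-1; Repeats: singlicate testing.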
An asterisk follows results filed as active; nt = not tested or not shown; [ ] = remark or other dose. The list is partial (hit frequency here may not be typical).

Preview, 3 compounds:
SMILES	MEKK3 PB1 HTS	NS3 helicase inh	FID counter	PHOSPHO1 inh	SUMO HTRF inh	p-CIP stab down	VIM-2 inh	IDE cell activ	IMP-1 inhibitor
O=C(c1cc(-c2ccccc2)n[nH]1)N1CCN(S(=O)(=O)c2ccccc2)CC1	97	6	-46	28	6	-8	-1.7	-7	-3.9
CCc1c(C(=O)Nc2cc(C)cc(C)c2)[nH]c(C)c1C(C)=O	111	3	-12	-9	-6	-8	-2.1	0	-4.3
Cc1ccc(SCCN2CCN(CCc3ccccc3)CCC2=O)cc1	109	nt	nt	44	22	-11	nt	-5	nt

This part in full, repeating the preview:
SMILES	MEKK3 PB1 HTS	NS3 helicase inh	FID counter	PHOSPHO1 inh	SUMO HTRF inh	p-CIP stab down	VIM-2 inh	IDE cell activ	IMP-1 inhibitor
O=C(c1cc(-c2ccccc2)n[nH]1)N1CCN(S(=O)(=O)c2ccccc2)CC1	97	6	-46	28	6	-8	-1.7	-7	-3.9
CCc1c(C(=O)Nc2cc(C)cc(C)c2)[nH]c(C)c1C(C)=O	111	3	-12	-9	-6	-8	-2.1	0	-4.3
Cc1ccc(SCCN2CCN(CCc3ccccc3)CCC2=O)cc1	109	nt	nt	44	22	-11	nt	-5	nt
c1ccc(Cc2nn[nH]n2)cc1	nt	3	-7	5	14	-9	1.3	0	0.7
O=C1CC2c3ccccc3C1C1C(=O)N(CCO)C(=O)C21 (stereo not given)	101	8	0	22	22	-2	-4.0	0	-1.4
CN(C1CCCCC1)S(=O)(=O)c1ccccc1	101	-3	-4	1	10	5	-1.5	2	-7.3
CCOc1ccc(OCCSc2nc(N)cc(=O)[nH]2)cc1	96	-6	-4	-10	10	-14	-1.4	-2	-2.4
CCc1nc(SCC(=O)c2ccc(Cl)s2)c2oc3ccccc3c2n1	104	-3	-2	40	9	-20	-2.4	1	-3.1
CCN(C(=O)Nc1cccc(Cl)c1)c1ccccc1	105	-5	-9	40	-2	-7	-1.4	4	-2.1
COc1ccc(C(=O)C2CCCN(C(=O)C3CCOCC3)C2)cc1OC (stereo not given)	100	-1	-17	7	11	0	-2.3	-5	-1.6
O=C(O)c1cccc(OCCN2CCCC2=O)c1	104	-2	3	nt	6	3	-1.4	3	-0.8
Cn1nc(C(=O)OCC(=O)Nc2cccc(S(=O)(=O)N3CCCC3)c2)c2ccccc2c1=O	97	-6	-17	28	10	-11	-1.1	2	-2.0
CCOC(=O)c1cn(CC)c2cc(N3CCN(C)CC3)c(F)cc2c1=O	101	-2	0	29	5	-4	3.0	1	-0.8
CCC(Oc1ccc2ccccc2c1)C(=O)O (stereo not given)	99	7	4	7	19	2	-1.7	4	-3.2
c1cnc(N2CCSCC2)nc1	104	1	-3	-5	-1	0	-1.0	1	-1.8
O=S(=O)(NCC1CCCO1)c1cnc(Cl)c(Cl)c1 (stereo not given)	96	9	-7	-3	4	-8	-1.1	4	-4.5
N=c1ncn(CC(O)CN2CCOCC2)c2nc(N3CCOCC3)[nH]c12 (stereo not given)	nt	3	0	-11	12	-8	-0.1	-8	-2.1
COc1ccc([N+](=O)[O-])cc1NC(=O)CSc1ccc2ccccc2c1	148*	-2	10	-5	9	0	-4.0	4	-2.6
Cc1ccc(N2CCN(CCCN3C(=O)C4CCCN4C3=O)CC2)cc1 (stereo not given)	106	1	2	0	-3	2	-2.6	5	-2.9
Cc1c(CC(=O)NCC(=O)O)c(=O)oc2cc3oc4c(c3cc12)CCCC4	111	10	-38	-6	36	-35	-1.4	-2	-3.2
Cc1ccc(C(=O)NC(=S)Nc2ccc(S(=O)(=O)N(C)c3ccccc3)cc2)cc1	100	-3	-2	-6	2	-8	-3.5	1	1.8
O=C(NCc1ccccn1)c1c(O)c2cccc3c2n(c1=O)CC3	104	16	-2	19	14	7	-1.6	-5	-4.5
CCOc1ccc(N(C(=O)c2cnccn2)C(C(=O)NC2CCCCC2)c2ccc(O)cc2)cc1 (stereo not given)	99	-6	-18	12	18	4	-2.3	2	-1.3
CCOC(=O)C1CCN(C(=O)C2CCN(S(=O)(=O)c3ccc4ccccc4c3)CC2)CC1	107	-2	-51	48	-7	-2	-4.9	-6	-2.4
O=c1c2sc3nc(N4CCOCC4)c4c(c3c2nnn1Cc1ccccc1)CCCC4	100	-5	-2	18	-6	-7	0.9	6	0.1
O=C(c1ccc(CS(=O)(=O)c2ccccc2)o1)N1CCN(c2ccccc2)CC1	102	18	-25	2	-2	-1	-0.2	8	-2.5
CCOC(=O)/C=c1\s/c(=C\c2ccc(C)cc2)c(=O)n1CC(=O)NCc1ccco1	98	-4	-6	6	-3	2	-1.1	-5	-1.9
CCOC(CNC(=O)C1CCN(S(=O)(=O)c2ccc3nc4c(c(C(=O)O)c3c2)CC(C)CC4)CC1)OCC (stereo not given)	101	7	-43	26	8	-18	-1.2	6	-0.2
COc1ccc(-c2nnc(SCC#CCO)o2)cc1OC	100	13	0	2	3	-17	-2.6	0	-4.9
Cc1ccc(S(=O)(=O)c2nc(-c3ccccc3Cl)oc2NCCCN2CCOCC2)cc1	98	-38	12	25	16	-3	2.6	11	-1.1
COc1ccc(C)cc1S(=O)(=O)N(CC(=O)N1CCOCC1)Cc1ccccc1	102	-4	-22	2	8	-2	-3.0	-5	-1.6
CCOC(=O)C1(Cc2cccc(F)c2)CCN(CC(O)CO)CC1 (stereo not given)	99	-1	-1	41	9	-8	-2.5	-3	-3.0
CCOC(=O)CSc1nnc(CNC(=O)c2ccc(OC)cc2OC)n1C	100	-4	-15	11	29	-12	-2.4	-1	-2.8
O=C(O)COCc1nc2ccccc2s1	90	0	4	28	14	1	-3.1	7	-2.0
O=c1cc(C(F)(F)F)nc(SCc2cccc3ccccc23)[nH]1	105	-33	-30	15	26	-9	-1.3	9	1.0
Cc1nc2c(C(=O)NCCC(C)C)c[nH]n2c(=O)c1Cc1ccccc1F	99	-16	-47	4	11	-8	-3.4	-2	-5.5
COc1cc(/C=C(\C#N)C(N)=O)ccc1OCc1c(C)no[n+]1[O-]	88	6	2	20	15	-4	0.1	1	1.1
COc1ccccc1C(=O)NCCC(=O)N1CCCC(C)C1 (stereo not given)	105	-6	-14	43	8	5	-0.3	0	-1.2
COc1cc(/C=N/Nc2nc(N3CCCCC3)nc(N3CCCCC3)n2)ccc1OC(=O)c1ccco1	96	-26	-4	17	0	-2	-4.3	nt	-3.3
O=C1CCCc2oc3ccc(NS(=O)(=O)c4cccc5cccnc45)cc3c21	95	-12	-7	43	15	-7	-1.1	2	-1.4
O=C1Nc2c(Br)cc(Br)c3cccc1c23	102	2	-1	-36	15	-5	0.9	-2	0.3
COc1ccc(N2CCN(S(=O)(=O)c3ccc(-c4cnc(C5CC5)o4)cc3)CC2)cc1	99	12	-23	-12	41	-2	-2.5	9	-3.2
OC(COc1ccc(Br)cc1)CN1CCCC1 (stereo not given)	104	-1	0	26	4	-4	-3.0	5	-1.9
COc1cccc(NCc2ccc([N+](=O)[O-])s2)c1	92	12	2	19	25	-5	-3.8	4	-2.6
Cc1cc(Cl)c2oc(C(=O)N(C)C3CCOC3)c(C)c2c1 (stereo not given)	102	8	-39	34	8	-11	-1.0	4	-0.3
c1cnc(-c2nnc3n2CCCCC3)cn1	104	-6	6	-6	18	-5	-0.4	-6	-1.9
O=C(NCCCN1CCN(Cc2ccccc2)CC1)C1CCN(S(=O)(=O)N2CCCC2)CC1	96	-4	0	34	7	-9	-1.1	0	-2.8
O=C(CSc1nnc(-c2ccc(O)cc2)n1Cc1ccco1)N1CCc2ccccc2C1	102	-3	-35	7	18	-12	0.1	3	-2.4
CC(NC(=O)c1cccc(OC2CCN(C3CCN(C)CC3)CC2)c1)c1ccccc1 (stereo not given)	97	-48	16	7	-1	-1	0.5	8	0.3
CC(C)NC(=O)c1ccc2c(=O)n(Cc3ccco3)c(=S)[nH]c2c1	100	0	4	30	5	6	-0.9	5	-2.8
COc1cc(OC)c(S(=O)(=O)Nc2ccccc2N2CCOCC2)cc1NC(C)=O	112	12	-3	-9	0	0	-0.9	5	-0.7
CCCCNC(=O)C1CCN(S(=O)(=O)c2ccc3c(c2)CC(C)N3C(=O)C2CC2)CC1 (stereo not given)	102	-20	-44	25	7	-11	-2.2	-7	-2.8
CCOC(=O)CSc1nc(=O)n2cccc(C)c2n1	96	-9	0	-1	-6	-1	2.0	nt	-1.1
O=C(COc1ncnc2c(Cl)cc(Cl)cc12)Nc1cc([N+](=O)[O-])ccc1Cl	98	5	0	-4	4	-7	0.4	5	-2.8
Nc1ccc(CCC(=O)N2CCCC2)cc1	108	-8	-1	30	9	-6	-2.9	-3	-1.9
N#Cc1c(N2CCN(c3ccc(F)cc3)CC2)nc(N)c2c(N)nc3c(c12)CC(=O)N3C1CC1	105	-7	-3	17	94	-12	-4.1	1	-3.0
CCOC(CNc1cc(C)nc2c(-c3ccccc3OC)c(C)nn12)OCC	105	-5	-24	33	10	-5	-2.1	-2	-3.3
COc1ccc(-n2cnnc2SCC(=O)Nc2ccc(N3CCOCC3)cc2)cc1	101	-1	-12	18	-3	-12	-7.9	5	-1.7
Cc1ccc(Nc2cnn(C34CC5CC(CC(CC(=O)O)(C5)C3)C4)c(=O)c2Cl)cc1	96	13	-47	13	12	-6	0.3	-13	0.3
CC1=C(C#N)S(=O)(=O)C(C#N)C(c2ccccc2)C1 (stereo not given)	103	13	-9	22	28	-4	2.4	nt	-1.7
Remaining list, next part:
SMILES	MEKK3 PB1 HTS	NS3 helicase inh	FID counter	PHOSPHO1 inh	SUMO HTRF inh	p-CIP stab down	VIM-2 inh	IDE cell activ	IMP-1 inhibitor
CCCCCC(=O)Nc1cccc(C2=NOC3(C2)C[C@H](C(N)=O)N(C(=O)CC#N)C3)c1 (stereo not given in full)	1.0*[inhibitor]	nt	nt	18	-10	-5	nt	nt	nt
CC12CCC(C(=O)N3CCCCCC3)(OC1=O)C2(C)C (stereo not given)	101	-2	-2	7	7	-7	0.1	-7	-1.1
CCN(CC)CCCN(C(=O)c1cccc(C)c1)c1nc(-c2ccc(OC)cc2)cs1	106	-78	19	29	-1	-7	-0.5	-1	-2.2
CCOC(=O)Cc1csc(CC(N)=O)n1	107	4	4	33	3	-28	-3.0	1	-2.8
CCN1CCc2c(sc(NC(=O)c3ccc(S(=O)(=O)N(CC)c4ccccc4)cc3)c2C(N)=O)C1	100	31	-8	56	21	-50	-4.0	-15	-1.0
COc1cccc2c(=O)c(C(=O)NCc3cccs3)c[nH]c12	106	0	5	6	-3	-12	-1.3	5	-2.2

Screening data (PubChem)
